Screening results (PubChem BioAssay)
DRD3 antagonist = blocks the human D3 dopamine receptor; max response, negative = inhibition, %; hit rate 2.5% among 360,000; D3R cells, DiscoveRx beta-arrestin luminescence, antagonist mode; active compounds read low; P35462; in the data active means max response below about -50%; inconclusive means no clear call, values can overlap the other calls; further: on the % scale 0 is the no-effect control and ±100 the full control effect; mostly tested at two doses, the higher about 12 µM
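Cells plated overnight at 1500 cells/well, then exposed to library compounds with dopamine controls for 90 minutes at 37 degrees C. DiscoveRx reagent added for 30–60 minutes at room temperature; luminescence read, quantitative HTS format.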
D3 ag = D3 dopamine receptor (human) agonism | hit rate 0.58% among 410,000 | max activation, % | AID 652048 | D3R DiscoveRx beta-arrestin cells, luminescence, 90 min | P35462; in the data active means max activation above about 30%; further: 0% is about no effect; mostly tested at two doses, the higher about 12 µM
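Agonist-mode cell screen: cells plated at 1500/well and incubated overnight at 37 °C, then exposed to library compounds for 90 min at 37 °C. Detection reagent was added for 30–60 min at room temperature, and luminescence was read.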
GLP-1R inv ag = inverse agonists of human GLP-1 receptor; HEK293 GLP-1R CRE-luciferase, luminescence, 24 h; GLP-1R form is constitutively active; hit rate 1.6% among 410,000; P43220; AID 624417; Potency, µM (series often up to 38.3 µM), for inactives: at the top dose activity change, negative = inhibition, hits mostly inhibitors; further: potency means the concentration at half of the fitted maximal effect; on the % scale 0 is the no-effect control and ±100 the full control effect; nearly all actives have a fitted effect of over 55% in size
Target sequence (P43220 whole entry, looked up): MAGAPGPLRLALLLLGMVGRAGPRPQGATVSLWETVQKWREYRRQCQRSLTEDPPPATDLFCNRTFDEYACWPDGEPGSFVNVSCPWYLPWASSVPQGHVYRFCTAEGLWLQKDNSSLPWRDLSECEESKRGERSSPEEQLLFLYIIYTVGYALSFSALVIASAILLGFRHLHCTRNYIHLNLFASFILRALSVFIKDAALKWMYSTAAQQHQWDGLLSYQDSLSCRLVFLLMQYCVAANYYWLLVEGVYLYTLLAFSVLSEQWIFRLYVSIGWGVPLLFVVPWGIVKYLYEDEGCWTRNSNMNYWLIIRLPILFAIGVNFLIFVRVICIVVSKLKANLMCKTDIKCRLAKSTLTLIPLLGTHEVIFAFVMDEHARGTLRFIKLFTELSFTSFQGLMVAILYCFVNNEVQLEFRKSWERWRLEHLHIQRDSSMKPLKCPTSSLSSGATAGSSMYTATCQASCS
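Luminescence readout: a drop in cAMP-driven luciferase signal flags inverse agonism at a constitutively active GLP-1R stably expressed in HEK293. Compound exposure lasted 24 hr at 37 deg C, 5% CO2.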
HEK293 tox = cytotoxicity in counter-screen for GLP-1R inverse agonists; HEK293 cAMP-luciferase reporter cells, luminescence, 24 h; Potency, µM (series often up to 38.3 µM), without a hit: at the highest dose activity change, negative = inhibition, hits mostly inhibitors; hit rate 0.13% among 410,000; AID 624418;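 further: loss of luciferase light is scored as toxicity; potency means the concentration at half of the fitted maximal effect; on the % scale 0 is the no-effect control and ±100 the full control effect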
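To flag toxic compounds, the library was rerun on cells for 24 hr at 37 deg C and 5% CO2. Viability-linked luminescence was captured 12 min after adding luciferase detection reagent.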
IL2 activator = activates IL-2 in a cell-based reporter assay; IL-2 activation reporter assay, cell-based qHTS; stimulated with anti-CD3/CD4/CD28 beads; in transgenic mouse T cells; activation, % (series mostly up to about 46 µM); hit rate 0.065% among 360,000; in the data active means activation above about 50%; inconclusive means mostly about 30% to 49%; further: 0% is about no effect
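Readout is EGFP and DsRed signal by fluorescent plate cytometry after 18 h at 37 degrees C. Transgenic mouse T cells (750/well) received compound for 60 min before bead stimulation (anti-CD3, anti-CD4, anti-CD28); memory T cells served as non-tolerant control.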
WRN helicase inh = inhibitors of human WRN helicase; Q14191; AID 651768; Potency, µM (doses to about 114 µM), without a hit: at the highest dose activity change, negative = inhibition, actives largely listed as inhibitors; WRN helicase unwinding, fluorescent forked duplex, kinetic; hit rate 0.46% among 360,000; further: potency means the concentration at half of the fitted maximal effect; on the % scale 0 is the no-effect control and ±100 the full control effect; nearly all actives have a fitted effect of over 55% in size
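Primary qHTS, 1536-well format. 20 nM WRN + compound, 15 min RT; start with 100 nM forked fluorophore/quencher duplex, 2 mM ATP (final); kinetic read ex 525/em 598 nm.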
GLP-1R agonist = activates the human GLP-1 receptor. hit rate 0.007% among 380,000. AID 624172. Potency, µM (highest dose often 45.6 µM), for the others: at the highest dose activation, actives largely listed as activators. HEK293 GLP-1R CRE-luciferase, luminescence, 4-6 h; cells express a hypersensitive GLP-1R form; further: potency means the concentration at half of the fitted maximal effect; % of control where 0% means no effect
PI5P4K alpha inh = PI5P4K alpha (human) kinase inhibition. P48426. PI5P4Kalpha enzyme, ADP-Glo luminescence, 60 min; active compounds read low. max response, %. hit rate 1.2% among 330,000; active means max response of -50% or lower; inconclusive means between -30% and -50%; inactive means -30% or higher; further: value at the top dose of about 77 µM; on the % scale 0 is the no-effect control and ±100 the full control effect
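Enzyme plus substrate dispensed, test compounds pinned in, then ATP (5 microM final) added. After 60 min at RT, ADP-Glo reagent 1 for 45 min and reagent 2 for 30 min preceded luminescence imaging.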
PLK1 PBD inh = inhibitors of human PLK1 polo-box domain binding; P53350; hit rate 2.8% among 360,000; Potency, µM, inactives show max response, negative = inhibition, most hits filed as inhibitors; Plk1 PBD binding of FITC phosphopeptide, fluorescence polarization; further: potency means the concentration at half of the fitted maximal effect; series mostly up to about 57 µM; on the % scale 0 is the no-effect control and ±100 the full control effect; nearly all actives have a fitted effect of over 65% in size
Target sequence (P53350 whole entry, looked up, the tested form may be a part): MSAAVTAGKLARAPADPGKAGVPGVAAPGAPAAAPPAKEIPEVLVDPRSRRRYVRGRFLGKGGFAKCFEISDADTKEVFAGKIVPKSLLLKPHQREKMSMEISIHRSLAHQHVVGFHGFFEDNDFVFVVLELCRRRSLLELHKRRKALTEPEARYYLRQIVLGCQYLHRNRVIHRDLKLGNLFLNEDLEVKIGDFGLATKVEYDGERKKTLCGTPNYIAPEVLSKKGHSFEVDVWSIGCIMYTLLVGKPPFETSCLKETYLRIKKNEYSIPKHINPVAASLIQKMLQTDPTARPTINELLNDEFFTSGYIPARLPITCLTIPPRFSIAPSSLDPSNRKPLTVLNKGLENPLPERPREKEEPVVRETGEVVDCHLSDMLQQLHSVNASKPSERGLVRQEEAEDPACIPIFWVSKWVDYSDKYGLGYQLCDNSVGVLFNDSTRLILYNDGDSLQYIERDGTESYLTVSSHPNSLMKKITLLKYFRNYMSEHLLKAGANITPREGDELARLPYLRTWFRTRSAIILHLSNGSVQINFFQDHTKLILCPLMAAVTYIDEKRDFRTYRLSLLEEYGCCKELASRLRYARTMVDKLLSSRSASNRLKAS
Active calls of the source: *; ? = inconclusive; . = no result given; & = joins results of further samples; [ ] = remark or other dose. Unless noted, the call rests on the fitted dose curve; in most records, active means well fitted curve in the direction sought with a large enough effect; inconclusive means small, poorly fitted or top-dose-only effect, or another doubt; inactive means no such curve, though single readings can be large; an effect the other way counts as inactive or inconclusive.

SMILES	DRD3 antagonist	D3 ag	GLP-1R inv ag	HEK293 tox	IL2 activator	WRN helicase inh	GLP-1R agonist	PI5P4K alpha inh	PLK1 PBD inh
O=C(Nc1nnc(-c2ccccc2SCc2ccccc2F)s1)Nc1ccccc1F	-5	-2	0%	6%	-3.1	-22%	-1%	-1	-16%
N#C/C(=C1\C(=O)Nc2c(Cl)cc(Cl)cc21)c1nnc2n1CCCCC2	1	0	-12%	-18%	2.5	-4%	-4%	2	?
CCOc1ccc(S(=O)(=O)N2CCCC(C(=O)NCc3ccccn3)C2)cc1Cl (stereo not drawn)	-16	-18	?	21%	-4.9	-4%	10%	26	-9%
COc1ccc(Nc2nc(N3CCOCC3)nc(N3CCOCC3)n2)c(OC)c1	-9	1	10%	3%	3.6	3%	-3%	3	0%
Cc1ncc([N+](=O)[O-])n1CC(=O)Nc1ccc(OC(F)(F)Cl)cc1	2	6	?	-10%	-3.3	7%	-3%	6	8%
CCOC(=O)[C@]12CCCC=C1N(Cc1ccco1)C(=O)[C@H](CC(=O)N1CCN(C(=O)C3CC3)CC1)C2	46	5	17%	0%	0.1	1%	-7%	0	6%
COc1cc(C(=O)Nc2ccc3c(c2)Cc2cc(NC(=O)c4cc(OC)c(OC)c(OC)c4)ccc2-3)cc(OC)c1OC	26	23	23%	0%	-2.2	-4%	3%	2	?
CCOC(=O)C1CCCN(C(=O)CCn2nnnc2CN2CCOCC2)C1 (stereo not drawn)	3	12	-6%	0%	1.2	-8%	11%	4	-5%
CC(C)(C)OC(=O)NCc1ccc(CNC(=O)c2[nH]cnc2C(=O)NC2CCN(C(=O)OC(C)(C)C)CC2)cc1	10	29	?	-23%	-0.8	-10%	-6%	1	6%
CCOC(=O)COc1cc(Br)c(/C=N/Nc2ccccc2)cc1OC	-6	-2	?	-28%	-1.7	-12%	-2%	-2	-17%
O=C(O)CCCCCN1C(=O)C(O)=C(C(=O)/C=C/c2ccccc2)C1c1cccc([N+](=O)[O-])c1 (stereo not drawn)	9	-1	-12%	-29%	0.3	-12%	0%	-3	-4%
COCC(=O)N(Cc1cc2cc(C)ccc2[nH]c1=O)c1ccccc1	-11	-12	11%	2%	0.5	3%	0%	-4	-4%
CCn1cc(C2=NOC(C(=O)Nc3cc(C)nn3-c3ccccc3)C2)c(C)n1 (stereo not drawn)	-8	10	0%	-12%	-0.5	4%	9%	.	-16%
CCOC(=O)C1CCN(c2c(-c3ccccc3)c3cc(Cl)ccc3[nH]c2=O)CC1	-19	-7	-33%	0%	-2.9	-9%	1%	0	5%
N#Cc1ccc(Cl)cc1NC(=O)COC(=O)c1ccc2c(c1)OCCO2	15	-3	-18%	-21%	-3.9	2%[57.1 µM]	0%	1	-8%
O=C(Cn1nnc(-c2cccs2)n1)N1CCc2ccccc2C1	8	-1	-4%	-12%	-0.6	-3%	-5%	0	-9%
CS(=O)(=O)N1CCCCC1c1cc(C(=O)NCc2ccc(Cl)c(Cl)c2)no1 (stereo not drawn)	-1	-2	-7%	-4%	0.0	-4%	7%	0	6%
CC(=O)c1ccc(-n2nnnc2SCC(=O)N2CCc3ccccc3C2)cc1	16	1	7%	-1%	-1.1	2%	-5%	7	-18%
O=C(CCc1nc2ccccc2c(=O)[nH]1)Nc1cc(Cl)ccc1N1CCCC1	25	-12	1%	-7%	-2.9	-1%	-15%	-2	-1%
Cc1cccc(CSCc2ccc(C(=O)NCC3CCCO3)o2)c1 (stereo not drawn)	10	-1	?	2%	-3.1	2%	1%	-1	-14%
O=C(O)C1=C2C(=O)Nc3cccc(c32)C2(C1)C(=O)Nc1ccccc12 (stereo not drawn)	-5	0	12%	-22%	1.4	-8%	-3%	-23	-23%
CC(=O)Nc1c(Br)cc(N2C(=O)CCC2=O)cc1Br	20	-1	0%	9%	5.4	1%	-12%	0	-4%
CC1CCN(CCCNC(=O)CN2C(=O)CSc3ccc(S(=O)(=O)N4CCC(C)CC4)cc32)CC1	-19	-9&-23	?	-6%&6%	1.9	4%	8%	3	2%
CC(C)(C)NC(=O)C(c1ccsc1)N(CCc1ccccc1)C(=O)Cn1nnc2ccccc21 (stereo not drawn)	?	-19	1%	25%	-1.1	0%	-3%	.	-8%
CC(C)(C)c1ccc(CC(=O)N2CCC2(C)C(=O)NS(=O)(=O)c2ccc(C#N)cc2)cc1 (stereo not drawn)	-12	-2	-13%	2%	1.1	-3%	-1%	1	-1%

Record cards, from the list above. Screens in order: DRD3 antagonist, D3 ag, GLP-1R inv ag, HEK293 tox, IL2 activator, WRN helicase inh, GLP-1R agonist, PI5P4K alpha inh, PLK1 PBD inh
`COCC(=O)N(Cc1cc2cc(C)ccc2[nH]c1=O)c1ccccc1` as listed: -11, -12, 11%, 2%, 0.5, 3%, 0%, -4, -4%
`O=C(CCc1nc2ccccc2c(=O)[nH]1)Nc1cc(Cl)ccc1N1CCCC1` as listed: 25, -12, 1%, -7%, -2.9, -1%, -15%, -2, -1%
`CC(C)(C)c1ccc(CC(=O)N2CCC2(C)C(=O)NS(=O)(=O)c2ccc(C#N)cc2)cc1` (stereo not drawn) as listed: -12, -2, -13%, 2%, 1.1, -3%, -1%, 1, -1%
`CC1CCN(CCCNC(=O)CN2C(=O)CSc3ccc(S(=O)(=O)N4CCC(C)CC4)cc32)CC1` as listed: -19, -9&-23, ?, -6%&6%, 1.9, 4%, 8%, 3, 2%
`CCn1cc(C2=NOC(C(=O)Nc3cc(C)nn3-c3ccccc3)C2)c(C)n1` (stereo not drawn) as listed: -8, 10, 0%, -12%, -0.5, 4%, 9%, ., -16%

(more compounds)
SMILES	DRD3 antagonist	D3 ag	GLP-1R inv ag	HEK293 tox	IL2 activator	WRN helicase inh	GLP-1R agonist	PI5P4K alpha inh	PLK1 PBD inh
CCOc1cc(N2CCOCC2)c(OCC)cc1NC(=O)CN1C(=O)NC2(CCCCC2C)C1=O (stereo not drawn)	14	5	0%	10%	-2.0	-6%	6%	6	0%
O=C(CSc1nnc(NC(=O)c2ccco2)s1)Nc1ccccc1Cl	13	-3	5%	3%	-1.4	-5%	1%	4	-5%
C=CCOC(=O)C1=C(C)OC(N)=C(C#N)C1c1ccc(F)cc1 (stereo not drawn)	0	-1	0%	7%	-6.2	-26%	-11%	0	-12%
COc1ccc(C(=O)Nc2ccc(S(=O)(=O)Nc3ncccn3)cc2)cc1OC	25	3	5%	-5%	-0.3	-3%	2%	-1	1%
CCCCn1c(N)c(N(CCOC)C(=O)CCNC(=O)c2ccc(Cl)cc2)c(=O)[nH]c1=O	12	-5	3%	-2%	-3.1	-5%	11%	-3	0%
CC(C)c1ccc(NC(=O)[C@@H](C)NC(=O)[C@@H]2Cc3ccccc3CN2)cc1	5	-4	?	-3%	-2.6	-2%	9%	1	-2%
OC(c1cc(F)cc(Cl)c1)c1ncc(-c2cccc(C(F)(F)F)c2)[nH]1 (stereo not drawn)	-7	-3	?	-13%	-0.6	0%[57.1 µM]	-3%	15	-10%
CCN1CCN(CC(=O)Nc2ccc(Cl)c(S(=O)(=O)N(C)C)c2)CC1	4	-17	14%	7%	0.0	10%	4%	4	7%
CCOc1ccc(C(C)=O)cc1CSC(=N)N	13	3	?	-17%	-0.3	10%	1%	5	-2%
O=C(c1ccccc1)c1cnc(-c2ccccc2)s1	9	3	16%	-1%	-1.7	12%	-4%	3	-6%
COc1ccc(OC)c(C(=O)Nc2ccc3[nH]ccc3c2)c1	5	-3	12%	-7%	-0.7	-34%	10%	-1	-3%
CCOc1ccccc1Nc1nnc(SCC(=O)Nc2cccc(S(=O)(=O)NC3=NCCCCC3)c2)s1	5	5	-27%	?	-0.4	1%	3%	-6	-3%
CCOc1ccc(OCC)c(NC(=O)CN2CCN(CC)CC2)c1	-17	0	-9%	1%	0.8	-3%	3%	-7	5%
Cc1ccc(S(=O)(=O)NCC(=O)NCCc2c[nH]c3ccccc23)cc1C	-4	2	?	3%	-3.0	-27%	-4%	2	-9%
C/C(=N/NC(=O)c1nnn(-c2nonc2N)c1CSc1ccc(Cl)cc1)c1ccncc1	20	2	12%	1%	-0.3	1%	5%	-2	-6%
COc1ccc(CCNC(=O)CCS(=O)(=O)c2ccc3nc(C)sc3c2)cc1OC	-14	-8	10%	-2%	0.3	12%	-2%	2	-5%
O=C(c1ccc2c(c1)OCO2)N1CCN=C1SCc1ccccc1	11	7	1%	14%	-0.8	-4%	0%	1	-16%
C=CCN(CC=C)c1ccc(N2C(=O)C3CCCCC3C2=O)cc1[N+](=O)[O-] (stereo not drawn)	-11	7	-26%	-6%	-0.1	-4%	17%	5	-12%
CC(=O)Nc1ccc(SCC(=O)Nc2ccccc2-c2ccccc2)cc1	1	-21	2%	22%	-3.0	4%	13%	3	?
C=C(C)C(=O)NC1=NN(c2ccccc2)C(=O)C1	13	4	-1%	3%	1.6	1%	0%	-2	?
O=C(COC(=O)C1CC(=O)N(c2ccc3c(c2)OCCO3)C1)NC1CCCc2ccccc21 (stereo not drawn)	11	-3	-19%	3%	-0.5	3%	-25%	-9	-7%
Fc1cc(F)c2nc(N3CCOCC3)sc2c1	9	-1	31%[activator]	9%	0.2	-10%	1%	-6	6%
CCCOc1ccc(-c2c(C(=O)N/N=C/C3CCCCC3)nnn2-c2nonc2N)cc1	-4	0	7%	7%	0.1	2%	-3%	-5	7%
Cc1ccc2nc(C)cc(N/N=C/c3cccnc3)c2c1	11	3	7%	3%	1.3	2%	28%	-2	-12%
Cc1ccc(C)c(NC2=NCC(=O)N2C2CCCCC2)c1	-8	1	-29%	46%[activator]	-1.0	-9%	1%	5	2%
COc1cccc(C=NNC(=O)C2CC2)c1	0	18	47%[activator]	1%	-0.2	-1%	15%	1	-7%
COc1ccc(C(O)c2nc(-c3cccc(C(C)C)c3)cs2)cc1 (stereo not drawn)	22	9	?	3%	-1.1	-6%	2%	18	0%
CC1=C(C(=O)Nc2ccccn2)C(c2ccc(F)cc2)n2ncnc2N1 (stereo not drawn)	-20	-9	2%	0%	0.2	-2%	-2%	.	-8%
CC(OC(=O)c1ccc(Cl)c(S(=O)(=O)N2CCOCC2)c1)C(=O)Nc1ccc(S(N)(=O)=O)cc1 (stereo not drawn)	9	5	69%[activator]	-1%	1.3	-4%	5%	11	-3%
